# FBPA Giardia inh – qHTS Assay for Inhibitors of Fructose-1,6-bisphosphate Aldolase from Giardia Lamblia; A8B2U2; purified Giardia FBPA; Potency, µM (doses to about 59.6 µM), for inactives: top-dose activity, negative = inhibition, usual class: inhibitors; 290,000 compounds, 0.71% hits; note: nearly all actives have a fitted effect of over 55% in size
# Target sequence (A8B2U2 whole entry, looked up): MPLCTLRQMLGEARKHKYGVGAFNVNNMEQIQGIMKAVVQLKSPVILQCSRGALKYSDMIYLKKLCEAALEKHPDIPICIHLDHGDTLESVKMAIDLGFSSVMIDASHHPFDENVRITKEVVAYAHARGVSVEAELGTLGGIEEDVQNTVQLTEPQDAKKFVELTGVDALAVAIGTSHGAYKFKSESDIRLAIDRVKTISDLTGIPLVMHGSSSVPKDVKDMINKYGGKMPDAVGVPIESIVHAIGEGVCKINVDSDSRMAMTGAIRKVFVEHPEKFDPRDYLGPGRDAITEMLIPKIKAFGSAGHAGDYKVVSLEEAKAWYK
#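 40 nM FBPA preincubated 10 min at RT with compound (up to 57.5 uM final), then substrate plus GAPDH/TPI/NAD/arsenate coupling and diaphorase/resazurin added. Fluorescence read after 20 min at RT, 525/598 nm.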
# AmpC inh no detg – qHTS Inhibitors of AmpC Beta-Lactamase (assay without detergent) | P00811 | AmpC nitrocefin hydrolysis, absorbance 480 nm, 0.0001% Triton | Potency, µM (titrated, usually from 57.1 µM), for inactives: at the top dose activity change, negative = inhibition, actives largely listed as inhibitors | 330,000 compounds, 0.52% hits | AID 485341, 2010;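 note: plate controls were no compound for no effect and no enzyme for full effect; nearly all actives have a fitted effect of over 20% in size; some results filed as inactive show a strong effect at the top dose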
# Target sequence (P00811 whole entry, looked up): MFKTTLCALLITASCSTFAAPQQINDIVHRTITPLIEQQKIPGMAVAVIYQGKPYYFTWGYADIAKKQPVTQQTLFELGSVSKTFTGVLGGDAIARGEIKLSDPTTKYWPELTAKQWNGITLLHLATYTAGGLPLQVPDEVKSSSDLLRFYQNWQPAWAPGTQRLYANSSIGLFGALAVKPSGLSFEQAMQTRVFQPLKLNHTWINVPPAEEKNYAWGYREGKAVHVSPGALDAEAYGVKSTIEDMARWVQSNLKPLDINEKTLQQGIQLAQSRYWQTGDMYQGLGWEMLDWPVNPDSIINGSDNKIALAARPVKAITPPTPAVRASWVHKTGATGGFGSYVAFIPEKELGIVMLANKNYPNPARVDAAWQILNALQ
#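 20 mM phosphate pH 7.0 + 0.01% (detergent screen) or 0.0001% Triton X-100; 5.3 nM AmpC reagent; cpd preinc 15 min RT; nitrocefin (800 uM stock) to start; A480 q20 s × 4 min; Activity was normalised to no-enzyme and no-compound control wells.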
# AMA1 RON2 block – qHTS for Inhibitors of AMA1-RON; Towards Development of Antimalarial Drug Lead: Primary Screen. Plasmodium falciparum AMA1 (3D7) - RON2 peptide interaction. AlphaScreen AMA1-biotinylated RON2 peptide binding. Potency, µM (highest dose often 58.2 µM), for the others: top-dose activity change, negative = inhibition, usual class: inhibitors. 360,000 compounds, 0.2% hits;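 note: 0% = vehicle wells and -100% = peptide control; nearly all actives have a fitted effect of over 45% in size; some results filed as inactive show a strong effect at the top dose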
#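 AMA1 (3D7) with his tag at 25 nM final met compounds first, then biotinylated RON2 peptide at 25 nM; detection used donor plus acceptor beads, 10 µg/mL apiece, read by AlphaScreen after 30 min at room temperature.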
# Starred values were filed as active, the others as inactive; ? = inconclusive; / = no result given; & = joins results of further samples; [ ] = another dose, or the depositor's remark. Calls come from the whole dose curve; as a rule, active = well fitted curve in the direction sought with a large enough effect; inconclusive = small, poorly fitted or top-dose-only effect, or another doubt; inactive = no such curve, though single readings can be large; an effect the other way counts as inactive or inconclusive. Unless noted, % is set by controls: 0 for no effect and ±100 for the full control effect; potency is the fitted concentration of half-maximal effect. A portion of the library, so the mix of outcomes need not match the whole.
SMILES,FBPA Giardia inh,AmpC inh no detg,AMA1 RON2 block
Fc1ccc(C(OCCCc2cnc[nH]2)c2ccc(F)cc2)cc1,-1%,/,/
Clc1ccccc1-c1nc(NCc2cccs2)c2ccccc2n1,-14%,/,/
O=C(c1ccco1)N1CCC[C@@]2(CCN(c3cccc(-c4ccccc4)c3)C2)C1,-4%,/,/
c1ccc(CN2CC[C@@]3(CCCNC3)C2)cc1,1%,/,/
N#Cc1cccc(NC(=O)N2CCCC3(CCN(C(=O)c4ccco4)CC3)C2)c1,0%,/,/
CC[N+](C)(CC)CC(=O)Nc1c(C)cccc1C,11%,/,/
COC(=O)N1CCC2(CCN(C(=O)NC(C)C)CC2)CC1,3%,/,/
COC(=O)NC(/C=C/c1ccccc1)[C@]1(C(C)=O)CCCC1=O (some centres undefined),-1%[12.9 µM],/,/
Cc1cccc(CNc2cc(-c3cccnc3)ncn2)c1,0%,/,/
CC(=O)OCC(NC(=O)C(Cc1ccccc1)NC(=O)OC(C)(C)C)C1OC(n2cc(F)c(=O)[nH]c2=O)C(OC(C)=O)C1OC(C)=O (centres undefined),3%,/,/
CN(C)c1ncnc2ccc(-c3cccc(NS(C)(=O)=O)c3)cc12,-5%,/,/
CC(=O)N1CC2(CC2)CC1c1ccccc1 (centres undefined),4%,/,/
CC(C)(C)OC(=O)NCCCC1=CC2=CC(=O)C(C)(OC(=O)c3cccs3)C(=O)C2=CO1 (centres undefined),-8%,/,/
O=c1c(-c2cc(F)cc(F)c2)nc2cnc(N3CCNCC3)nc2n1Cc1ccc(F)cc1,4%,/,/
CN(C)c1ncc2nc(-c3cccs3)c(=O)n(-c3ccccc3)c2n1,4%,/,/
CO[C@H]1COC(=O)[C@H](Cc2ccccc2)NC(=O)C/C=C\[C@@H](C)[C@H](OC)COC(=O)C/C=C\[C@@H]1C,2%[12.9 µM],/,/
C/C=C1\COC(C(=O)NCCN2CCOCC2)(C(F)(F)F)C=C1C=C1CCCCC1 (centres undefined),0%,/,/
Cc1noc(C)c1-c1ccc2ncnc(NC3CCCc4ccccc43)c2c1 (centres undefined),1%,/,/
CC1CCC2C(=O)OC(CO)CN2C1c1ccc(Br)cc1 (centres undefined),5%[12.9 µM],/,/
CC[C@]1(c2ncc[nH]2)Cc2ccccc2O1,-3%,/,/
CS(=O)(=O)N1CCC2(CCN(Cc3nccs3)CC2)CC1,2%,/,/
CC(=O)OC1CC[C@@]2(C)C3=CC(=O)[C@]4(C)C(CC5OC6(OCC(C)CC6Br)C(C)C54)C3CC[C@H]2C1 (some centres undefined),-2%,/,/
CC(=O)O[C@@H]1CN2CCC1CC2,0%,/,/
CS(=O)(=O)N1CCC2(CC1)CN(Cc1nccs1)C2,1%,/,/
CS(=O)(=O)N1CCC2(CCCN(Cc3ccc(C#N)cc3)C2)CC1,9%,/,/

# The list continues.
SMILES,FBPA Giardia inh,AmpC inh no detg,AMA1 RON2 block
CC(C)CNc1nc(C#N)nc(Nc2ccccc2)n1,2%,/,/
CC(C)(C)Nc1oc(-c2ccccc2)nc1-c1ccc(C(F)(F)F)cc1,1%,/,/
CSCC[C@H](NC(=O)[C@@H]1CCCN1C(=O)[C@H](CCCN=C(N)N)NC(=O)[C@H](CC(C)C)NC(=O)[C@@H]1CCCN1C(=O)[C@@H](NC(=O)[C@@H](N)CCC(N)=O)C(C)C)C(=O)N[C@H](C(=O)N[C@@H](Cc1ccc(O)cc1)C(=O)N[C@@H](CCCCN)C(=O)O)[C@@H](C)O,-6%,/,/
CCN1CCCC1Cn1c(-c2ccccc2)nc2c(N3CCOCC3)nc(C)nc21 (centres undefined),3%,/,/
Cc1cc(C(=O)N[C@@H](c2ccccc2)[C@]2(C)C[C@H]2[C@@H](C)C(=O)Nc2ccc3ccccc3c2)n(C)n1,-10%,/,/
CN1[C@H](CC(=O)c2ccccc2)CCC[C@H]1C[C@@H](O)c1ccccc1,3%,/,/
C=CC1=C2C=C(C3CC3)N(Cc3ccco3)C=C2C(=O)C(C)(OC(=O)c2ccco2)C1=O (centres undefined),6%[12.9 µM],/,/
COc1cccc(CS(=O)(=O)c2ccccc2)c1,0%,/,/
CCC1CC=CC2C1C(=O)N(Cc1ccccc1)C2c1ccc(C(F)(F)F)cc1 (centres undefined),-8%,/,/
Cn1c2c(c3ccccc31)CCNCC2,-11%,/,/
O=C1C=CC(=O)C(Cl)=C1,?,/,/
O=S(=O)(c1ccccc1)N1CCC2(CCCN(Cc3cc(C(F)(F)F)cc(C(F)(F)F)c3)C2)CC1,0%,/,/
C=CCC(C)(O)CCc1ccccc1 (centres undefined),4%,/,/
COc1cc2oc(=O)cc(-c3ccc(-c4ccc(NC(C)=O)cc4)cc3)c2c(OC)c1OC,-8%,/,/
COC(=O)c1ccc(C(/C=C/[C@@H](C)C(=O)N(C)Cc2ccccc2)NC(=O)OCc2ccccc2)cc1 (some centres undefined),-2%,/,/
COc1ccc(-n2c(=O)c(C)nc3cnc(Nc4cccc(OC)c4)nc32)cc1,-6%,/,/
O=C(c1csnn1)N1CCC2(CCCN(Cc3ccccc3)C2)CC1,3%,/,/
CC1(C)OC(C(O)(c2ccccc2)c2ccccc2)C(C(O)(c2ccccc2)c2ccccc2)O1 (centres undefined),-9%[12.9 µM],/,/
COc1cccc([C@@H]2Oc3ccc(Br)cc3C(=O)[C@H]2O)c1,-2%,/,/
COc1cccc([C@H]2Oc3ccc(OC)cc3/C(=N\OCC[C@@H]3C=C[C@H](OC(C)=O)[C@H](COC(C)=O)O3)[C@@H]2O)c1,-6%[12.9 µM],/,/
COc1ccc(-c2nc3cnc(N4CCNCC4)nc3n(CCC#N)c2=O)cc1,-4%,/,/
COc1cccc2oc(-c3ccc(O)cc3)cc(=O)c12,-2%,/,/
CCCCCCCC1=Cc2ccccc2C(C(C(=O)OC)C(=O)OC)N1C(=O)OC (centres undefined),4%[12.9 µM],/,/
CC(C)C1COc2cc3oc(=O)ccc3cc2O1 (centres undefined),2%,/,/
Cc1cc(O)cc(O)c1C(=O)OC1(C)C(=O)C=C2C=C(/C=C/CO)OC=C2C1=O (centres undefined),-13%,/,/

# Remaining list, next part:
SMILES,FBPA Giardia inh,AmpC inh no detg,AMA1 RON2 block
O=P1(O)Oc2c(c(-c3ccccc3)cc3ccccc23)-c2c(-c3ccccc3)cc3ccccc3c2O1,9%,/,/
COc1ccccc1CN1CCCC2(CCN(C(=O)c3ccncc3)CC2)C1,9%,/,/
COC(=O)[C@H]1O[C@@H](c2cc(OC)c(C)c(OC)c2OCc2ccccc2)[C@H](C)[C@@H]2O[C@]12C,-3%,/,/
CCC/C=C(\CCC)C(NS(=O)(=O)c1ccc(Cl)cc1)c1ccc(C(=O)OC)cc1 (centres undefined),-9%,/,/
COC(=O)[C@@H]1CC[C@H](C)[C@@H](c2ccc(C)cc2)N1C(=O)c1ccc(/C=N\O[C@@H](C)CN2CCCc3nc(C)c(C)cc32)cc1,-2%[12.9 µM],/,/
COC(=O)COc1ccc(Cl)cc1Cl,-1%,/,/
CC[C@H]1CN2CC[C@@H]1C[C@H]2[C@@H](O)c1ccnc2ccc(OC)cc12,0%[21.7 µM],/,/
CC(C)OC(=O)c1cn(Cc2c(F)cccc2F)c2sc(-c3ccc(NC(=O)C(C)C)cc3)c(CN(C)Cc3ccccc3)c2c1=O,1%,/,/
COc1ccc(NC(=O)N2CC[C@@]3(CCCN(C(=O)c4ccncc4)C3)C2)cc1,2%,/,/
COc1cccc([C@@H]2Oc3ccc(OC)cc3C(=O)[C@H]2OC(=O)NCCOc2ccccc2)c1,-3%,/,/
COC(=O)C(C(=O)OC)[C@@H](NC=O)c1ccccc1,5%,/,/
CCCCC/C=C\C/C=C\C/C=C\C/C=C\CCCC(=O)OC(CO)CO,-4%&0%,/,/
CC(=O)NCCNc1nc(-c2cccc(C#N)c2)nc2ccccc12,-10%,/,/
CC(=O)N1CCC2(CC1)CN(c1ccccc1)C2,-3%,/,/
CN1CCN(c2ncc3nc(-c4ccc(Cl)cc4)c(=O)n(C)c3n2)CC1,-15%,/,/
CC1=CC(=O)[C@@H]2C[C@H]1C2(C)C,6%,/,/
O=C(c1ccco1)N1CCC2(CC1)CCN(c1ccc(-c3ccccc3)cc1)CC2,7%,/,/
N#Cc1cccc(NC(=O)N2CC[C@@]3(CCCN(C(=O)c4ccco4)C3)C2)c1,1%,/,/
O=C(Nc1cccc(F)c1)N1CC2(CCN(C(=O)c3ccncc3)CC2)C1,12%,/,/
COc1ccc(NC(=O)N2CC[C@@]3(CCCN(C(=O)c4cnccn4)C3)C2)cc1,2%,/,/
CC12C=C(/C=C/c3ccc(Br)cc3)C(C)(C1)[C@H](c1ccc(Br)cc1)CC2=O (some centres undefined),3%,/,/
Cc1o[nH]c(=O)c1C[C@@H](N)C(=O)O,12%&-14%,/,/
O=C(c1csnn1)N1CCC[C@@]2(CCN(C(c3ccccc3)c3ccccc3)C2)C1,6%,/,/
OCC1=C[C@@H](O)[C@@H]2C=CO[C@@H](OC3O[C@H](CO)[C@@H](O)[C@H](O)[C@H]3O)[C@H]12 (some centres undefined),1%,/,/
COc1ccc(C[C@H]2c3cc(OC)c(OC)cc3CCN2C)cc1OC,-5%[21.7 µM],/,/

# Record cards, from the list above. Screens in order: FBPA Giardia inh, AmpC inh no detg, AMA1 RON2 block
# O=C(Nc1cccc(F)c1)N1CC2(CCN(C(=O)c3ccncc3)CC2)C1 reads 12%, /, /
# CCCCC/C=C\C/C=C\C/C=C\C/C=C\CCCC(=O)OC(CO)CO reads -4%&0%, /, /
# OCC1=C[C@@H](O)[C@@H]2C=CO[C@@H](OC3O[C@H](CO)[C@@H](O)[C@H](O)[C@H]3O)[C@H]12 (some centres undefined) reads 1%, /, /
# CCC/C=C(\CCC)C(NS(=O)(=O)c1ccc(Cl)cc1)c1ccc(C(=O)OC)cc1 (centres undefined) reads -9%, /, /
# CC(C)OC(=O)c1cn(Cc2c(F)cccc2F)c2sc(-c3ccc(NC(=O)C(C)C)cc3)c(CN(C)Cc3ccccc3)c2c1=O reads 1%, /, /

# Further records follow.
SMILES,FBPA Giardia inh,AmpC inh no detg,AMA1 RON2 block
COC(=O)C/C=C\[C@@H](C)[C@@H](/C=N\OC[C@@H](C)[C@H](OCc1ccccc1)C(C)C)OC,0%[12.9 µM],/,/
NCCC[C@@H](CC(=O)N[C@@H]1CCNC[C@H]1C(=O)N[C@H](CC(=O)N[C@@H](CCC(=O)O)CC(=O)O)Cc1c[nH]c2ccccc12)NC(=O)C[C@H](Cc1c[nH]c2ccccc12)NC(=O)[C@@H]1CCCC[C@H]1N,-19%,/,/
CC(O)c1cc2c(s1)c1cnn(Cc3ccccc3F)c(=O)c1n2C (centres undefined),/,-7%,/
COc1ccc(OC)c(-c2nnc3n2N=C(c2ccc(OC)c(OCC4CC4)c2)CS3)c1,/,133%[activator],/
c1coc(C2=NC(c3ccco3)C(c3ccco3)N2)c1 (centres undefined),/,/,-4%
CC1(C)C2CC[C@]3(C)C(CC=C4[C@@H]5C[C@@](C)(CO)CC[C@]5(C(=O)O)CC[C@]43C)[C@@]2(C)CC[C@@H]1O (some centres undefined),/,/,-1%
CCOC(=O)c1cc2c(=O)n3cccc(C)c3nc2n(Cc2ccco2)c1=NC(=O)c1ccc(C)cc1,/,/,0%
O=C(CCN1C(=O)CC1c1ccco1)N1CCOCC1 (centres undefined),/,/,10%
CCC1Nc2ncnc(N3CCc4ccccc4C3)c2N(Cc2ccc(Br)cc2)C1=O (centres undefined),/,/,-4%
COc1cc2ccnc(C=O)c2cc1OC,/,/,-8%
CCCc1cc(=O)[nH]c(/N=C(/NC(=O)c2ccccc2)Nc2ccc3c(c2)OCCO3)n1,/,/,0%
Cn1c(SCC(=O)Nc2ccc(N3CCOCC3)c(Cl)c2)nnc1-c1ccccc1,/,/,-11%
COc1ccc(CCN2C(=O)CCC3=C2CCCC3=O)cc1OC,/,/,-8%
Cn1c(NCCN2CCCC2)nc2cc(-c3cccc(C(F)(F)F)c3)sc2c1=O,/,/,-6%
Cc1cccc2c1Sc1ccc(Cl)cc1CC2N1CCNCC1 (centres undefined),/,/,13%
CCCCN1CC(=O)N2[C@@H]3c4cc(Br)ccc4OC[C@@H]3[C@H](C(=O)OCC)[C@]2(C)C1=O,/,/,7%
CCN1C[C@@H]2[C@@H]3C(=O)N(Cc4ccccc4)C(=O)[C@@H]3[C@](CC)(C1=O)N2C(=O)c1ccc(Cl)c(Cl)c1,/,/,17%
CCN1C[C@@H]2[C@@H]3C(=O)N(C)C(=O)[C@@H]3[C@](CC)(C1=O)N2C(=O)c1ccc(C(F)(F)F)cc1,/,/,3%
Clc1ccc2nc(-c3ccccc3)c(Cc3ccsc3)n2c1,/,/,-3%
